AmpC no deterg: inhibitors of E. coli AmpC beta-lactamase without detergent; P00811; AmpC nitrocefin hydrolysis, absorbance 480 nm, 0.0001% Triton; Potency, µM (highest dose often 57.1 µM), without a hit: top-dose activity change, negative = inhibition, usual class: inhibitors; actives 0.52% (n = 330,000); AID 485341;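 note: plate controls were no compound for no effect and no enzyme for full effect; nearly all actives have a fitted effect of over 20% in size; some results filed as inactive show a strong effect at the top dose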
Target sequence (P00811 whole entry, looked up): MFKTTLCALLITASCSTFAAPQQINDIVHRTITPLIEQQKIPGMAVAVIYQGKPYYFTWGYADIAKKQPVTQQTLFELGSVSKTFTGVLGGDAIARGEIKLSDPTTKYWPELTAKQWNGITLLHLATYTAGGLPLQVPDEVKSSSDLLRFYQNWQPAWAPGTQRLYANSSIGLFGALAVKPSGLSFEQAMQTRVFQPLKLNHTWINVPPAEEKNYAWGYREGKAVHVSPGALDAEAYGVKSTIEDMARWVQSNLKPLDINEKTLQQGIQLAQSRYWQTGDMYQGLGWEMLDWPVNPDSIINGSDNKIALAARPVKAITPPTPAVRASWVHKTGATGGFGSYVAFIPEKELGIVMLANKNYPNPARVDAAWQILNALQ
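AmpC (5.3 nM in the dispensed reagent) in 20 mM phosphate pH 7.0 with 0.01% (detergent screen) or 0.0001% Triton X-100 was preincubated with compounds for 15 min at room temperature. Nitrocefin was then added from an 800 uM solution, and hydrolysis was followed at 480 nm.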
TbPYK inhibitor: blocks Trypanosoma brucei pyruvate kinase | TbPYK enzyme, Kinase-Glo Plus ATP luminescence, 45 min | actives 0.12% (n = 410,000) | Potency, µM (highest dose often 76.8 µM), for inactives: top-dose activity, negative = inhibition, hits mostly inhibitors | Q57TT1; note: nearly all actives have a fitted effect of over 50% in size
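Enzyme and substrate buffer are dispensed first and compound is pin-transferred. ADP at 130 uM final then starts the reaction, which runs 45 min at room temperature. Detection reagent is added for 10 min before luminescence is imaged.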
Numbers without * were called inactive; [ ] = another dose, or the depositor's remark. Calls come from the whole dose curve; as a rule, active = well fitted curve in the direction sought with a large enough effect; inconclusive = small, poorly fitted or top-dose-only effect, or another doubt; inactive = no such curve, though single readings can be large; an effect the other way counts as inactive or inconclusive. Unless noted, % is set by controls: 0 for no effect and ±100 for the full control effect; potency is the fitted concentration of half-maximal effect.

`C[C@@H]1C(=O)O[C@H](C)[C@H]1C[C@@H](O)[C@](C)(O)C1CC[C@@]2(O)C3=CC(=O)[C@@H]4C[C@@H](O)[C@@H](O)C[C@]4(C)C3CC[C@]12C` (stereo partly drawn) gave AmpC no deterg 26% and TbPYK inhibitor -1%.
C[C@@H]1CN([C@H](C)CO)C(=O)Cc2cc(NC(=O)Nc3ccccc3)ccc2O[C@@H]1CN(C)Cc1ccc2c(c1)OCO2 was read as AmpC no deterg 115%[activator] and TbPYK inhibitor 6%.
For O=C(C[C@H]1C/C=C/CC[C@@H](Cc2ccc(F)cc2)C(=O)OC[C@H](c2ccccc2)NC1=O)NCCO the results were AmpC no deterg 209%[activator] and TbPYK inhibitor 1%.
For COCc1ccc(-c2c(-c3ccc(OC)cc3)oc(=O)c3cc(OC)c(OC)cc23)cc1 the results were AmpC no deterg -10% and TbPYK inhibitor -6%.
`Cc1cccc(NC(=O)COC(=O)CN2CCCCCC2=O)c1C` gave AmpC no deterg -3% and TbPYK inhibitor 4%.
`NC(N)=S` gave AmpC no deterg -25% and TbPYK inhibitor 2%.
For O=C(NCc1cccc(C(F)(F)F)c1)c1cccc2c1C(=O)c1ccc(N3CCC(Cc4ccccc4)CC3)cc1S2(=O)=O the results were AmpC no deterg -15% and TbPYK inhibitor 0%.
Screening CC[C@]12c3[nH]c4cc(CCC(=O)N(C)C)ccc4c3CCN1C(=O)[C@@H](CC(=O)NCCc1ccccn1)C[C@@H]2C(=O)N1CCN(C(=O)C2CC2)CC1 returned AmpC no deterg 143%[activator] and TbPYK inhibitor 3%.
`C[C@]12CC[C@H](O)CC1C(=O)CC1C2CC[C@@]2(C)C1CC[C@@H]2O` (stereo partly drawn) gave AmpC no deterg -1% and TbPYK inhibitor 1%.
O=C(CCNS(=O)(=O)c1ccc(Br)cc1)NNC(=O)C1COc2ccccc2O1 (stereo not drawn) was read as AmpC no deterg 8% and TbPYK inhibitor -6%.
`C[C@H](CO)N1C[C@H](C)[C@@H](CN(C)C(=O)Nc2ccccc2)Oc2c(NC(=O)Nc3ccc(C(F)(F)F)cc3)cccc2C1=O` gave AmpC no deterg 266%[activator] and TbPYK inhibitor 3%.
Screening O=C(CN1C(=O)NC2(CCc3ccccc32)C1=O)Nc1cccc(Cl)c1 (stereo not drawn) returned AmpC no deterg -42% and TbPYK inhibitor -6%.
C=CCOc1ccc(/C=C/C(=O)OCC(=O)NNC(=O)c2ccccc2F)cc1 was read as AmpC no deterg -9% and TbPYK inhibitor 10%.
For CN1CCC(N(C)S(=O)(=O)c2ccc(NC(=O)c3ccc(S(=O)(=O)N(C)C)cc3)cc2)CC1 the results were AmpC no deterg 24% and TbPYK inhibitor -4%.
For CCN1CCN(C(=O)COc2ccc3oc4c(c3c2)CCCC4)CC1 the results were AmpC no deterg 129%[activator] and TbPYK inhibitor 1%.
For CC(=O)Nc1ccc(S(=O)(=O)NCCC(=O)N2CCN(c3ccccc3Cl)CC2)cc1 the results were AmpC no deterg 0% and TbPYK inhibitor -8%.
Screening C[C@@H]1CC2C3CC=C4C[C@@H](O)CC[C@]4(C)C3CC[C@]2(C)[C@H]1O (stereo partly drawn) returned AmpC no deterg -19% and TbPYK inhibitor 7%.
For CCCC[C@@H]1C=C(C(=O)O)[C@H](c2ccc(Br)cc2)N1S(=O)(=O)c1ccc(C)cc1 the results were AmpC no deterg -21% and TbPYK inhibitor 6%.
`COc1cc(OC)cc(C(=O)N[C@H](C(=O)NC2CCCc3ccccc32)C(C)C)c1` (stereo partly drawn) gave AmpC no deterg -14% and TbPYK inhibitor 9%.
O=C1C=C(c2ccc(C(=O)O)cc2)C[C@@H](c2ccc(F)cc2)C1 was read as AmpC no deterg -8% and TbPYK inhibitor 1%.
Screening COC(=O)[C@H](C(C)C)N(Cc1ccccc1)S(=O)(=O)CCN1CCCC1 returned AmpC no deterg 30% and TbPYK inhibitor 1%.
For Cc1ccccc1S(=O)(=O)N1[C@@H](c2ccc(Cl)cc2)C(C(=O)O)=CC[C@H]1c1ccc(Cl)cc1 the results were AmpC no deterg -15% and TbPYK inhibitor -10%.
O=C(CSc1ccc(Br)cc1)NC1CCCCCC1 was read as AmpC no deterg -22% and TbPYK inhibitor 4%.
For CCCn1nc(C(=O)NC2CCCC2)c2ccccc2c1=O the results were AmpC no deterg -16% and TbPYK inhibitor -6%.
For O=C(NOCc1ccccc1)c1cccc([N+](=O)[O-])c1 the results were AmpC no deterg -17% and TbPYK inhibitor -2%.
`CCC(CO)Oc1cc(NCc2cc(C)cc(C)c2)c2ncn(C(C)C)c2c1` (stereo not drawn) gave AmpC no deterg 188%[activator] and TbPYK inhibitor 2%.
Screening C[C@@]12C(=O)N(c3ccccc3)C(=O)N1[C@@H]1c3ccccc3OC[C@@H]1[C@H]2c1ccccc1 returned AmpC no deterg -42% and TbPYK inhibitor -1%.
Screening CC1CCCC(C)N1C(=O)COC(=O)c1ccc2ccccc2n1 (stereo not drawn) returned AmpC no deterg 91%[activator] and TbPYK inhibitor 1%.
CC(C)(C)OC(=O)C[C@H]1C/C=C\C[C@@H](CC(=O)NCCO)C(=O)NC[C@@H](c2ccccc2)OC1=O was read as AmpC no deterg 97%[activator] and TbPYK inhibitor -8%.
For CC(C)(C)OC(=O)C[C@H]1C/C=C\C[C@@H](CC(=O)NCCO)C(=O)NCCOC1=O the results were AmpC no deterg -12% and TbPYK inhibitor -4%.

Structures from the list above with nitrogen in an aromatic ring, in the order listed:
Screening CC[C@]12c3[nH]c4cc(CCC(=O)N(C)C)ccc4c3CCN1C(=O)[C@@H](CC(=O)NCCc1ccccn1)C[C@@H]2C(=O)N1CCN(C(=O)C2CC2)CC1 returned AmpC no deterg 143%[activator] and TbPYK inhibitor 3%.
For CCCn1nc(C(=O)NC2CCCC2)c2ccccc2c1=O the results were AmpC no deterg -16% and TbPYK inhibitor -6%.
`CCC(CO)Oc1cc(NCc2cc(C)cc(C)c2)c2ncn(C(C)C)c2c1` (stereo not drawn) gave AmpC no deterg 188%[activator] and TbPYK inhibitor 2%.
Screening CC1CCCC(C)N1C(=O)COC(=O)c1ccc2ccccc2n1 (stereo not drawn) returned AmpC no deterg 91%[activator] and TbPYK inhibitor 1%.

Next section
For CC1(C)C(=O)CC[C@@]2(C)C1=CCC1C2CC[C@]2(C)C(=O)CCC12 (stereo partly drawn) the results were AmpC no deterg 1% and TbPYK inhibitor -20%.
Screening COc1cccc(-c2sc3ccccc3c2-c2ccc(OCCN3CCOCC3)cc2)c1 returned AmpC no deterg 45% and TbPYK inhibitor 0%.
Screening CC[C@]12c3[nH]c4ccccc4c3CCN1C(=O)C(CC(=O)NCC13CC4CC(CC(C4)C1)C3)C[C@@H]2C(=O)N1CCN(C(=O)C2CC2)CC1 (stereo partly drawn) returned AmpC no deterg 7% and TbPYK inhibitor 1%.
`CCN(C[C@H]1N[C@@](Cc2ccccc2)(C(=O)OC)[C@H]2C(=O)N(Cc3ccccc3)C(=O)[C@@H]12)C(=O)COC` gave AmpC no deterg 66%[activator] and TbPYK inhibitor -2%.
For O=c1[nH]cnc2c1ncn2[C@@H]1O[C@H](COS(=O)(=O)O)[C@@H](O)[C@H]1O the results were AmpC no deterg 3% and TbPYK inhibitor 1%.
Screening COC(=O)/C=C1\SC(=NC(=O)c2ccc(-c3ccccc3)cc2)NC1=O returned AmpC no deterg -48% and TbPYK inhibitor -4%.
For CC(OC(=O)Cn1cc(C(F)(F)F)ccc1=O)C(=O)N(C)c1ccccc1 (stereo not drawn) the results were AmpC no deterg 2% and TbPYK inhibitor -7%.
CC1CCCC(NC(=O)COC(=O)Cc2ccc(Cl)cc2)C1C (stereo not drawn) was read as AmpC no deterg 50% and TbPYK inhibitor -5%.
`CCOc1ccc(C=NNC(=O)c2ccc(-n3cnnn3)cc2)cc1` gave AmpC no deterg -23% and TbPYK inhibitor -1%.
Screening COc1ccc(C(=O)NCC(=O)OCC(=O)NCc2ccc3c(c2)OCO3)cc1 returned AmpC no deterg -17% and TbPYK inhibitor -2%.
`O=C(NN=Cc1c(F)c(F)c(F)c(F)c1F)c1ccc(NS(=O)(=O)c2cccs2)cc1` gave AmpC no deterg -36% and TbPYK inhibitor -5%.
Screening CC[C@@]1(C(=O)OC)N[C@H](CN(C)C(=O)Nc2ccc(C)cc2)[C@@H]2C(=O)N(C)C(=O)[C@@H]21 returned AmpC no deterg -7% and TbPYK inhibitor -4%.
For O=C(COC(=O)c1ccc([N+](=O)[O-])o1)Nc1ccc(Br)cc1F the results were AmpC no deterg -28% and TbPYK inhibitor 0%.
For C[C@H](C[C@H](O)[C@H]1OC1(C)C)C1=C2C[C@H](O)C3[C@@]4(C)CCC(=O)C(C)(C)C4CC[C@]3(C)[C@@]2(C)CC1 (stereo partly drawn) the results were AmpC no deterg 257%[activator] and TbPYK inhibitor 4%.
COc1cc(OC)cc(-c2c(C#Cc3ccsc3)c3cc(-c4ccc(OC)c(OC)c4)ccc3n2C)c1 was read as AmpC no deterg -16% and TbPYK inhibitor 5%.

Entries shown so far that have a furan ring, fused or not (two):
For CCN1CCN(C(=O)COc2ccc3oc4c(c3c2)CCCC4)CC1 the results were AmpC no deterg 129%[activator] and TbPYK inhibitor 1%.
For O=C(COC(=O)c1ccc([N+](=O)[O-])o1)Nc1ccc(Br)cc1F the results were AmpC no deterg -28% and TbPYK inhibitor 0%.

Further entries
COc1ccc(CN(CCC(C)C)S(=O)(=O)c2ccccc2Br)c(OC)c1 was read as AmpC no deterg -20% and TbPYK inhibitor 1%.
COc1ccc2[nH]c3c(c2c1)CCN1C(=O)C(CC(=O)NC/C=C(\C)CCC=C(C)C)C[C@H](C(=O)N2CCOCC2)[C@@]31CCC1CCCC1 (stereo partly drawn) was read as AmpC no deterg -5% and TbPYK inhibitor 2%.
`COc1ccc(NC(=O)COC(=O)C2CCN(C(=O)c3ccc(Cl)cc3)CC2)c([N+](=O)[O-])c1` gave AmpC no deterg 107%[activator] and TbPYK inhibitor 13%.
For c1ccc([C@H]2CNCCN2CCc2cccc3ccccc23)cc1 the results were AmpC no deterg 50% and TbPYK inhibitor -9%.
Screening Cc1c(C(=O)N(C)Cc2nc3ccccc3c(=O)[nH]2)oc2ccccc12 returned AmpC no deterg -19% and TbPYK inhibitor -5%.
Screening CC(NC(=O)CNC(=O)c1cccs1)c1cccc(C(F)(F)F)c1 (stereo not drawn) returned AmpC no deterg -11% and TbPYK inhibitor -19%.
`Cc1sc2ncnc(NS(=O)(=O)c3ccc(Cl)cc3)c2c1C` gave AmpC no deterg -25% and TbPYK inhibitor 0%.
O=C(CSc1nnc2ccccn12)Nc1ccccc1Cl was read as AmpC no deterg -14% and TbPYK inhibitor 1%.
Screening Cc1cc(C)c(C)c(S(=O)(=O)Nc2ccccc2C(=O)NN2CCOCC2)c1C returned AmpC no deterg -2% and TbPYK inhibitor 24%.
COc1ccc(-c2sc3ccccc3c2-c2ccc(OCCN3CCOCC3)cc2)cc1 was read as AmpC no deterg -9% and TbPYK inhibitor 4%.
For O=C(Cn1cnc2ccccc21)OCC(=O)N1CCCCC1 the results were AmpC no deterg -8% and TbPYK inhibitor -2%.
For CCN1CCN(C(=O)C(Cc2ccccc2)NC(=O)c2ccc(Cl)c(S(=O)(=O)N(C)C)c2)CC1 (stereo not drawn) the results were AmpC no deterg 86%[activator] and TbPYK inhibitor 3%.
Screening CC(C)(C)c1ccc(S(=O)(=O)N2CCNC(=O)C2)cc1 returned AmpC no deterg -1% and TbPYK inhibitor -1%.
For CN1CC(=O)N(CC(=O)Nc2cccc3ccccc23)C1=O the results were AmpC no deterg -10% and TbPYK inhibitor -6%.
For NC(=O)c1ccc(NC(=O)COC(=O)CCN2C(=O)c3ccccc3C2=O)cc1 the results were AmpC no deterg -15% and TbPYK inhibitor 0%.
COc1ccc2[nH]c3c(c2c1)CCN1C(=O)C(CC(=O)NCC24CC5CC(CC(C5)C2)C4)C[C@H](C(=O)N(C(C)C)C(C)C)[C@@]31C (stereo partly drawn) was read as AmpC no deterg 113%[activator] and TbPYK inhibitor 4%.
For Cc1cc(=O)oc2cc(OCC(=O)NC3CCCCC3)c(Cl)cc12 the results were AmpC no deterg -14% and TbPYK inhibitor -2%.
Screening CCOC(=O)C1CCN(C(=O)COC(=O)/C=C/c2ccc([N+](=O)[O-])cc2)CC1 returned AmpC no deterg 21% and TbPYK inhibitor 6%.
N#Cc1ccc(C23OCCN2CCn2nc4ccccc4c23)cc1 (stereo not drawn) was read as AmpC no deterg 30% and TbPYK inhibitor -1%.
Cc1ccc(NC(=O)CCc2ccccc2)cc1S(=O)(=O)N1CCOCC1 was read as AmpC no deterg -6% and TbPYK inhibitor -3%.
Screening CCOC(=O)C1=CN(Cc2cccc(F)c2)S(=O)(=O)NC1c1ccc(Br)cc1F (stereo not drawn) returned AmpC no deterg -28% and TbPYK inhibitor 1%.
For Cc1nn(CC(=O)N(CC(C)C)C2CCS(=O)(=O)C2)c(C)c1[N+](=O)[O-] (stereo not drawn) the results were AmpC no deterg -4% and TbPYK inhibitor 1%.
For O=C(O)C1CCN(C(=O)CSc2nnc(-c3ccccc3)o2)CC1 the results were AmpC no deterg -22% and TbPYK inhibitor -4%.
CN(c1ccccc1)S(=O)(=O)c1ccc(C(=O)N2CCN(c3ccccc3F)CC2)cc1 was read as AmpC no deterg 11% and TbPYK inhibitor 0%.

High-throughput results as filed in PubChem.

The list is partial, so the mix of outcomes need not match the whole.
